Assay outcomes (PubChem)
F508del corr: correctors of CFTR F508del function in bronchial epithelial cells | activity (quench increase), % at 7.58 µM | 0.36% of 350,000 active | CFBE cells, YFP halide quenching; stimulated with forskolin plus potentiator P3; % fluorescence drop versus neutral controls;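 active = mean added fluorescence quench of at least 8% versus neutral control, with both replicates also reaching 8%; inconclusive = only one of the mean or replicate conditions met; inactive = mean below 8% and not both replicates reaching 8%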;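 also: cells transiently co-express mutant CFTR-F508del with the halide-sensitive YFP; corrector assay measuring rescue of mutant channel to the surface after 24 h compound exposure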
Cneo AK release: Cryptococcus neoformans lysis via adenylate kinase release. C. neoformans lysis, adenylate kinase release luminescence, 4 h; normalised: neutral wells 0, clomiphene wells 100. lysis activity, % at 15 µM. 0.2% of 360,000 active. AID 651654;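 active = mean lysis activity across replicates of at least 80%, whatever share of replicates individually reach that level; inactive = mean lysis activity below 80%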
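Signal: Adenylate kinase release luminescence | Assay system: Log-phase Cryptococcus neoformans yeast cells | Input: Cells at 5 × 10^6 per mL | Buffer or medium: Fresh YPD growth medium | Compound: Single dose | Schedule: Static 4 h at 37 °C with compound, 1 h detection | Controls: Clomiphene | Read-out: Luminescence rise reflecting yeast cell lysis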
miR-122 sensor: blocks miR-122 activity in Huh7 sensor cells; Huh7 miR-122 Renilla luciferase sensor, 48 h; neutral wells = 0, positive control = 100; activation (reporter increase), % at 12.5 µM; 0.3% of 340,000 active; AID 602342;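 active = mean replicate activation score at least 90 and every replicate individually at or above 90; inconclusive = only one of the two criteria met; inactive = neither criterion met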;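 also: higher luciferase means less miR-122 activity so hits act as miR-122 inhibitors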
C2C12 statin: protects C2C12 myotubes from simvastatin toxicity | ATP luminescence, 48 h; scaled: DMSO 0, geranylgeraniol control 100 | rescue of ATP level, % at 7.49 µM | 0.78% of 330,000 active | AID 602340;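 active = mean ATP rescue above about 67%, or every replicate alone reaching that limit, limit read from the data, passing the limit was not always enough; inconclusive = no clear call, values can overlap the other calls; inactive = mean under the limit and some replicate under it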;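 also: myotubes were challenged with 10 µM simvastatin during compound exposure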
PGC1a acetyl inh: lowers PGC1a acetylation signal in U2OS cells | AlphaScreen anti-acetyl-lysine; with virally co-expressed GCN5 acetyltransferase | inhibition, % at 15.6 µM | 0.17% of 350,000 active | AID 651687;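 active = every replicate shows inhibition of at least 40%; inconclusive = mean inhibition at least 40% but some replicate below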;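 also: 0% = neutral control wells and 100% = positive control wells; some results beyond the cut were filed as inactive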
FN deposition inh: fibronectin deposition inhibition; AH1F fibroblasts, Alexa488-fibronectin deposition fluorescence, overnight; inhibition, % at 12.6 µM; 0.086% of 350,000 active;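 active = mean inhibition across replicates of 30% or more, regardless of how many single replicates reach that level; inconclusive = mean under 30% yet at least half of replicates reach 30%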;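 also: positive control wells lacked labelled fibronectin entirely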
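Material: AH1F fibroblast monolayer depositing Alexa488-labelled fibronectin into matrix / Amount: 10000 AH1F cells per well / Signal: fluorescence 485/525 nm / Medium: DMEM, 2% serum / Compound: single dose, pinned / Incubation: 1 h cell adhesion before compound, then overnight fibronectin incubation / Reagent: Alexa488-FN, 24 nM final / Read-out: inhibition of fibronectin deposition signal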
PglD DTNB: blocks C. jejuni PglD acetyltransferase activity; purified PglD enzyme, DTNB colorimetric CoA detection; 0.098% of 360,000 active; AID 602405; inhibition, % at 12.5 µM; in the data active = inhibition above about 16%, passing the limit was not always enough; inconclusive = no clear call, values can overlap the other calls; also: strong numbers were not always called active
INS-1E GSIS act: GLuc luminescence reporter in INS-1E cells, primary screen for activators of glucose-dependent secretion of insulin; AID 743287; activation, % at 16.6 µM; INS-1E GLuc reporter insulin secretion, 2-3 h; 0.61% of 370,000 active;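 active = lowest replicate activation of at least 40%, so every replicate reaches that level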;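 also: 0% = median of neutral control wells and 100% = median of IBMX positive control wells; some compounds called inactive have numbers as strong as hits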
Active calls of the source: *; ? = inconclusive; / = not tested or not shown; & = joins results of further samples; [ ] = dose if it differs, or a comment.

Below each SMILES – F508del corr, Cneo AK release, miR-122 sensor, C2C12 statin, PGC1a acetyl inh, FN deposition inh, PglD DTNB, INS-1E GSIS act
- COc1ccc(C(=O)Nc2cc(C)on2)cc1S(=O)(=O)N1CC(c2ccccc2)CC1=O (stereo not drawn)
  -2.6, 5, -2, /, 0, 10, -1, 2
- COc1ccnc2c1c(=O)n(Cc1cccc(F)c1)c(=O)n2C
  -0.7, -1, -4, 3, -1, 16, -4, 0
- C[C@H]1CCCCO[C@H](CN(C)Cc2ccc(C(F)(F)F)cc2)[C@@H](C)CN([C@@H](C)CO)C(=O)c2cc(NC(=O)Nc3ccc4c(c3)OCO4)ccc2O1
  4.5, 2, -1[16.7 µM], /, 4, /, 3, -10
- C=C(C)COC(=O)c1ccccc1C(=O)OCC1(C)CO1 (stereo not drawn)
  -1.1, 3, -8, 98*, -2, 6, -2, /
- Cc1cccc(NC(=O)N2CCN(Cc3ccccc3)CC2)c1
  /, 2, -9, 3, /, 4, 0, /
- NS(=O)(=O)c1ccc(NC(=O)/C=C/c2cccs2)cc1
  0.6, 1, 1, /, 4, -13, -7, 50
- CC(C)NC(=O)N(C)C[C@H]1Oc2ccc(NC(=O)C3CCCCC3)cc2C(=O)N([C@H](C)CO)C[C@@H]1C
  -0.5&1.5, -2&0, 0[16.7 µM], 4&6, 8, -6, 3&-4, 8&10
- O=C(CSc1ccc(Br)cc1)Nc1ccc(N2CCOCC2)cc1
  2.5, 1, -2, 0, /, -3, -1, 0
- C[C@H]1CN([C@@H](C)CO)C(=O)Cc2cc(NC(=O)CCC(F)(F)F)ccc2O[C@@H]1CN(C)CC1CC1
  -3.0, -3, -5[16.7 µM], -16, 4, -8, 3, 11
- CC(=O)Nc1cccc(-c2ccnc3c2CC(C)(C(=O)NC(C)C)O3)c1 (stereo not drawn)
  -3.1, 0, -4, -1, 16, -1, -4, 4

Further compounds follow.
Below each SMILES – F508del corr, Cneo AK release, miR-122 sensor, C2C12 statin, PGC1a acetyl inh, FN deposition inh, PglD DTNB, INS-1E GSIS act
- O=[N+]([O-])c1ccccc1OCCN1CCCC1
  2.9, 1, -3, -2, 11, 11, 4, 0
- CCCCCc1nnc(NC(=O)NS(=O)(=O)c2ccc(C)cc2)s1
  -1.6, 0, /, 1, /, -1, -1, 11
- CCCNc1nc2c(c(=O)[nH]c(=O)n2C)n1CCc1ccccc1
  -1.3, 0, 2, 17, 0, 6, /, 26
- NS(=O)(=O)c1ccc(CCNC(=S)NC2CCCCC2)cc1
  4.1, /, /, /, 11, -4, /, 5
- CC(C)CN1C(=O)c2ccc(NC(=O)Cc3ccccc3)cc2C1=O
  -1.3, /, /, /, -3, 9, /, -2
- CN1CCN(C(=O)C[C@H]2C[C@H]3c4cc(NC(=O)CC5CC5)ccc4O[C@H]3[C@H](CO)O2)CC1
  -1.1, -4, 6[16.7 µM], 5, -18, -4, 9, 6
- CC1(C)C2CCC1(CS(=O)(=O)NC1CCCC1)C(=O)C2 (stereo not drawn)
  2.3, 8, 19, 0, -13, 9, 1, 5
- CCOc1ccc(OCCOc2cccc(C(F)(F)F)c2)cc1
  /, -2, -3, 0, -3, /, -5, -6
- CC(C)c1ccc(CCNC(=O)CCNC(=O)c2ccc(Br)cc2)cc1
  -1.6, 1, /, /, /, 9, /, 8
- CCOC(=O)C1CCN(C(=S)Nc2ccccc2)CC1
  -0.9, /, /, /, -21, -20, /, 4

The list continues:
Below each SMILES – F508del corr, Cneo AK release, miR-122 sensor, C2C12 statin, PGC1a acetyl inh, FN deposition inh, PglD DTNB, INS-1E GSIS act
- Cc1ccc(-c2nnn(CC(=O)NCC3COCCO3)n2)o1 (stereo not drawn)
  /, -3, -9, 3, 5, 10, 1, /
- O=C(c1ccc(S(=O)(=O)Cc2ccccc2Cl)c([N+](=O)[O-])c1)N1CCOCC1
  -1.0, 8, -5, 7, -27, -1, -3, -7
- Cc1cc(C)c2[nH]c(C(=O)Nc3ccc(F)cc3Br)cc2c1
  1.6, 0, 12, -3, 4, -5, -3, -15
- O=C(Nc1cc2c(cc1C(=O)O)OCCCO2)c1ccc(C(F)(F)F)cc1
  4.3, -8, 8, -102, 4, 1, -1, -13
- COc1ccc(C#Cc2ccc([C@@H]3[C@H](CO)N4CCCCN(C(=O)Nc5cccc(F)c5)C[C@@H]34)cc2)cc1
  0.7, 14, -27[16.7 µM], -29, -25, /, 2, -8
- O=S(=O)(c1ccccc1)N1[C@H](CO)[C@H]2c3ccccc3NC[C@H]21
  3.3, -4, 7[16.7 µM], 15, -12, 5, -3, 4
- CC(=O)c1c(C)[nH]c(C(=O)NNC(=O)COc2cc(C)ccc2C(C)C)c1C
  -1.7, 0, -4, 1, -2, 4, 4, -34
- COc1ccc(N)cc1NC(=O)CN1CCOCC1
  0.0, 2, -10, -1, 2, 2, -1, -14
- CC(NC(=O)c1cc(=O)[nH]c2ccccc12)c1ccccc1 (stereo not drawn)
  -2.4, -4, -1, 6, -7, -5, -6, 11
- O=C(COc1ccc([N+](=O)[O-])cc1)Nc1cc(S(=O)(=O)N2CCCCC2)ccc1N1CCCCC1
  -1.6, 1, -5, -4, 0, -3, -2, -7

Other compounds follow.
Below each SMILES – F508del corr, Cneo AK release, miR-122 sensor, C2C12 statin, PGC1a acetyl inh, FN deposition inh, PglD DTNB, INS-1E GSIS act
- Cc1cc(NC(=O)CCC(=O)N(c2ccc(F)cc2)C(C(=O)NC2CCCC2)c2ccc(C)o2)no1 (stereo not drawn)
  2.4, 0, 3, 0, -14, -3, 2, -6
- Cc1c(CCOC(=O)c2ccccc2)sc[n+]1CC(=O)c1ccc(Br)cc1
  /, 15, -1, -1, /, /, -4, -10
- COc1ccc2c(c1)Cc1sc(NC(C)=O)nc1-2
  /, 0, 13, 6, /, -2, -1, /
- C[C@@H]1CN([C@H](C)CO)C(=O)c2cc(C#CCN(C)C)cnc2O[C@H]1CN(C)Cc1ccc(-c2ccccc2)cc1
  7.2, -10, -22[16.7 µM], -11, -27, /, 6, 11
- COc1ccc(OC)c(/C=C/c2ccnc3ccccc23)c1
  -4.3, /, -1, /, -22, -1, /, /
- CCOC(=O)NC1(NCC(C)C)Oc2ccccc2O1
  /, 2, -4, 21, 9, -21, 0, /
- CCC(=O)NC[C@@H]1[C@H](c2ccc(-c3cccc(F)c3)cc2)[C@@H](CO)N1C(=O)CC
  0.5, 3, 0[16.7 µM], -4, -4, /, -1, -9
- CC(C)c1ccc(NC(=O)C2CC(=O)N=C(N)S2)cc1 (stereo not drawn)
  /, 7, 1, 138*, 4, -1, -5, /
- CNC[C@@H]1Oc2ccc(NC(=O)NC3CCCCC3)cc2CC(=O)N([C@H](C)CO)C[C@H]1C
  -3.8, 0, -7[16.7 µM], 4, 3, -1, 8, -1
- Cc1cc(OCC(=O)N2CCC[C@@H]2C(=O)O)c2c(C)c(C)c(=O)oc2c1
  -0.8, 2, -1, 1, -14, /, 8, 7

Next part
mol | F508del corr | Cneo AK release | miR-122 sensor | C2C12 statin | PGC1a acetyl inh | FN deposition inh | PglD DTNB | INS-1E GSIS act
Cc1cc(C)c(S(=O)(=O)NCC(=O)NCc2cc(=O)n(C)c(=O)n2C)c(C)c1 | 0.6 | 8 | -6 | -6 | 1 | 1 | 5 | -2
COc1ccc(-n2c(SC3CCOC3=O)nc3ccccc32)cc1 (stereo not drawn) | / | -2 | 0 | / | -7 | / | 2 | 44
C[C@H](NC(=O)[C@@H]1[C@@H](CO)[C@@H]2Cn3c(ccc(-c4ccccc4)c3=O)[C@H]1N2C)c1ccccc1 | -1.7 | -2 | 5[16.7 µM] | 2 | / | / | 2 | 7
Cc1ccc(S(=O)(=O)N(C)C[C@@H]2OCc3cn(nn3)CCCC(=O)N([C@H](C)CO)C[C@@H]2C)cc1 | -2.3 | 11 | -2[16.7 µM] | -12 | -8 | -2 | 0 | -1
O=C(COCC(=O)N1CCOCC1)N1CCOCC1 | -2.1 | 0 | -7 | -1 | 3 | -5 | -7 | -7
O=c1c2ccccc2nc(-c2ccc(Br)cc2)n1Cc1ccccc1 | -2.3 | 1 | / | ? | -7 | / | -4 | -10
CCCCC(=O)NC(=S)Nc1cc(C(=O)O)ccc1OC | 1.2 | 0 | 3 | -1 | 1 | 4 | 5 | 6
Cc1ccc(-c2ccnc(-c3ccc(O)cc3)n2)cc1 | 2.7 | / | / | / | 8 | -7 | / | -2
C/C=C/c1ccccc1[C@H]1[C@@H](CO)N(C(=O)Nc2ccccc2)[C@H]1C#N | -0.9 | / | / | / | 2 | -6 | / | -7
CCC(C)S(=O)(=O)c1snnc1C (stereo not drawn) | / | 2 | 10 | -4 | 4 | / | 2 | /
Cc1c(Cl)cccc1-n1ccnc1SCC(=O)O | / | 11 | 7 | -5 | 15 | 3 | -1 | /
Cc1cc(C)cc(Oc2nc3ccccn3c(=O)c2/C=C(\C#N)C(=O)NC2CCS(=O)(=O)C2)c1 (stereo not drawn) | -0.2 | -2 | 1 | / | 6 | 10 | -5 | -16

2 records drawn at random from the list so far:
mol | F508del corr | Cneo AK release | miR-122 sensor | C2C12 statin | PGC1a acetyl inh | FN deposition inh | PglD DTNB | INS-1E GSIS act
Cc1cc(C)c(S(=O)(=O)NCC(=O)NCc2cc(=O)n(C)c(=O)n2C)c(C)c1 | 0.6 | 8 | -6 | -6 | 1 | 1 | 5 | -2
O=C(COCC(=O)N1CCOCC1)N1CCOCC1 | -2.1 | 0 | -7 | -1 | 3 | -5 | -7 | -7

The list goes on:
mol | F508del corr | Cneo AK release | miR-122 sensor | C2C12 statin | PGC1a acetyl inh | FN deposition inh | PglD DTNB | INS-1E GSIS act
C[C@H]1CN([C@@H](C)CO)C(=O)c2cc(C#Cc3ccccc3F)cnc2O[C@H]1CN(C)C | 1.0 | 2 | -5[16.7 µM] | -26 | 0 | / | 0 | -3
COc1ccc2c3c(n(C)c2c1)[C@H](CO)N(C(=O)CN(C)C)CC31CCN(S(C)(=O)=O)CC1 | -1.8 | / | / | / | 8 | 0 | / | 11
COc1ccc(C(c2c(NC(=O)c3ccco3)sc(C)c2C)N2CCOCC2)cc1OC (stereo not drawn) | -1.3 | 0 | -12 | -6 | 6 | 0 | 1 | 16
Cn1c(CNC(=O)c2ccco2)nnc1SCC(=O)Nc1cccc(Br)c1 | / | 0 | 10 | -10 | 0 | 2 | 2 | /
CSc1ncc(C(C)=O)c(C)n1 | 0.4 | / | / | / | 2 | -14 | / | 0
CC(C)CCn1c(CN2CC(C)OC(C)C2)nc2c1c(=O)n(C)c(=O)n2C (stereo not drawn) | 1.4 | -1 | 0 | 3 | 7 | 5 | 2 | 3
O=C(CSc1nc2ccccc2o1)Nc1nncs1 | / | -1 | 2 | -2 | 9 | / | 2 | -1
O=C(c1ccccc1)c1cc(Cl)ccc1N1C(=O)C=CC1=O | 3.0 | 1 | -5 | -14 | / | 50* | 0 | 25
O=C(NC1CC1)C1=C[C@H](c2csc3ccccc23)C[C@H](OCCCCO)O1 | -2.5 | 3 | 2 | 1 | -7 | 12 | 5 | 8
CCOC(=O)CC(=O)Nc1cc2ccc(OC)c(OC)c2cc1C(=O)OCC | 3.4 | 2 | 1 | -6 | -7 | -2 | -2 | 6
